Compound activity deposited in PubChem BioAssay by The Scripps Research Institute Molecular Screening Center.
PAFAH1B3 FP inh: PAFAH1B3 enzyme inhibitors, primary screen, biochemical, fluorescence polarization, human. inhibition, % at 3.39 µM. Platelet-activating factor acetylhydrolase IB subunit alpha1 (Homo sapiens), Q15102. 340,000 tested, 0.28% active. recombinant PAFAH1B3, FP-rhodamine probe;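 active = inhibition above the screen-wide average of all tested compounds plus 3 SD, cut at about 25% in these data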;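 note: 0% = enzyme with DMSO only and 100% = wells lacking PAFAH1B3 protein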
Target sequence (Q15102 whole entry, looked up): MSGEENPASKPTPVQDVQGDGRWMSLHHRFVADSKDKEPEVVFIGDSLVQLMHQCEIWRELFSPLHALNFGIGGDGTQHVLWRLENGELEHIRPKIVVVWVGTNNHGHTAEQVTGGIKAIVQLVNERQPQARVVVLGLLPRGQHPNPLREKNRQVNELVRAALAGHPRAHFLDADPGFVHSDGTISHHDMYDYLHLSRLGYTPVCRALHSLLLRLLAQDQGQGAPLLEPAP
PAD4 inh: human PAD4 inhibitors, primary screen, biochemical, fluorescence polarization, 1536-well format; inhibition, % at 6.36 µM; recombinant PAD4, RCA probe fluorescence polarization; 330,000 tested, 0.41% active; Protein-arginine deiminase type-4 (Homo sapiens), Q9UM07; AID 485272, 2010;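 active = percent inhibition above a cutoff equal to the mean of all tested compounds plus 3 SD, cut at about 15% in these data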;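 note: 0% = PAD4 with RCA probe and DMSO and 100% = probe without PAD4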
GSTO1 inh: inhibitors of recombinant GSTO1, primary screen, counter-screen for RBBP9 inhibitor project, biochemical, fluorescence polarization; inhibition, % at 5.96 µM; activity-based probe fluorescence polarization; 300,000 tested, 1.1% active; AID 1974, 2009;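 active = inhibition above the campaign mean inhibition plus 3 SD, cut at about 35% in these data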;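 note: 0% = GSTO1-1 with DMSO and 100% = wells lacking GSTO1-1 enzyme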
Target sequence (P78417 whole entry, looked up): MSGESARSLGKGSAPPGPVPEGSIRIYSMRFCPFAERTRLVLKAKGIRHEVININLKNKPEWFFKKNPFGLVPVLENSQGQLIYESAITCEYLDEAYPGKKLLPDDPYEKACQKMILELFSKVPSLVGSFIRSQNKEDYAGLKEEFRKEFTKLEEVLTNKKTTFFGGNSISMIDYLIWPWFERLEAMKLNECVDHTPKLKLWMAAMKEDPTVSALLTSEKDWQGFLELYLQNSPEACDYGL
LYPLA2 counter: LYPLA2 inhibitors, primary screen, counter-screen for PME1 inhibitor project, biochemical, fluorescence polarization, FP-Rh probe ABPP; Acyl-protein thioesterase 2 (Homo sapiens), O95372; recombinant LYPLA2; inhibition, % at 5.9 µM; 320,000 tested, 0.38% active; AID 2177, 2009;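 active = inhibition above the screen-wide mean plus 3 SD, limit set per campaign, cut at about 26% in these data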;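 note: 0% = LYPLA2 with DMSO and 100% = wells lacking LYPLA2 enzyme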
EBNA-1 inhibitor: EBNA-1 DNA-binding inhibitors, primary screen, biochemical, fluorescence polarization; inhibition, % at 14.8 µM; 300,000 tested, 0.34% active; AID 1950, 2009; in the data active = inhibition above about 28%
LYPLA1 counter: LYPLA1 inhibitors, primary screen, counter-screen for PME1 inhibitor project, biochemical, fluorescence polarization, FP-Rh probe ABPP; Acyl-protein thioesterase 1 (Homo sapiens), O75608; recombinant LYPLA1; inhibition, % at 5.9 µM; 320,000 tested, 0.16% active; AID 2174, 2009;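 active = inhibition above the mean of all tested compounds plus 3 SD, set per campaign, cut at about 14% in these data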;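 note: inhibitors block serine hydrolase probe labeling of LYPLA1 so polarization falls; 0% = enzyme with DMSO and 100% = wells lacking LYPLA1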
Target sequence (O75608 whole entry, looked up): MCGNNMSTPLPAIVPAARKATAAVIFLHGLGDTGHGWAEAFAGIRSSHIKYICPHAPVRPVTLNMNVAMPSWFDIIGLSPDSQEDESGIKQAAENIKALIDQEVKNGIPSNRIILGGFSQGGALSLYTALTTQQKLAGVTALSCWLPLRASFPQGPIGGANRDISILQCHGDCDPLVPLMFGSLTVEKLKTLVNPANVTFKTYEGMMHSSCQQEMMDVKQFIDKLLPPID
PAFAH2 FP inh: PAFAH2 enzyme inhibitors, primary screen, biochemical, fluorescence polarization, human; Platelet-activating factor acetylhydrolase 2, cytoplasmic (Homo sapiens), Q99487; recombinant PAFAH2, FP-rhodamine activity probe; inhibition, % at 3.39 µM; 340,000 tested, 0.99% active;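 active = inhibition above the mean over all tested compounds plus 3 SD, cut at about 30% in these data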;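 note: inhibitors block probe labeling of enzyme so polarization drops; 0% = enzyme with DMSO and 100% = wells lacking PAFAH2 protein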
ZTA counter: counter-screen for EBNA-1 inhibitors: inhibitors of Epstein-Barr virus ZTA. 320,000 tested, 0.15% active. P03206. inhibition, % at 11 µM. AID 2234. ZTA-DNA binding, fluorescence polarization; in the data active = inhibition above about 33%
Target sequence (P03206 whole entry, looked up): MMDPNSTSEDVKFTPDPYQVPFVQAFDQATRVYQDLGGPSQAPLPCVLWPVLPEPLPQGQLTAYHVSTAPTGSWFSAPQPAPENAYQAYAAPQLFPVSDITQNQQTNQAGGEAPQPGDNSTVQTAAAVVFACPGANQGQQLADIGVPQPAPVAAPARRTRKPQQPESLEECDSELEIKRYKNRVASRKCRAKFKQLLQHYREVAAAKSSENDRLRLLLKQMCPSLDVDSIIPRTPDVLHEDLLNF
PREPL inh: PREPL enzyme inhibitors, primary screen, biochemical, fluorescence polarization; recombinant PREPL, fluorescence polarization activity-based probe; AID 2751, 2010; Prolyl endopeptidase-like (Homo sapiens), Q4J6C6; 320,000 tested, 0.68% active; inhibition, % at 5.96 µM; in the data active = inhibition above about 43%;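 note: 0% = enzyme with DMSO and 100% = wells lacking enzyme; many of its hits are not listed in these tables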
The depositor's hits bear a star; nt = not tested or not shown. The list is partial. The share of hits here may be higher or lower than overall.

Structure,PAFAH1B3 FP inh,PAD4 inh,GSTO1 inh,LYPLA2 counter,EBNA-1 inhibitor,LYPLA1 counter,PAFAH2 FP inh,ZTA counter,PREPL inh
CC(=O)c1ccc(NC(=O)CSc2cn[nH]n2)cc1,10.8,-2.9,7.4,-2.8,-0.7,-4.0,-2.3,4.6,-5.1
O=C(O)CSc1nnc(Cn2nnc3ccccc32)n1CCc1ccccc1,0.0,-7.2,2.5,-6.3,-7.5,-0.1,-7.0,-0.1,16.6
COc1cc(O)c2c(c1)OC(c1ccc(O)cc1)CC2=O (stereo not drawn),7.0,-0.1,3.8,8.8,-4.9,0.8,2.8,34.5*,3.4
O=C(c1ccc(NS(=O)(=O)/C=C/c2ccccc2)cc1)N1CCCCC1,2.6,0.7,-7.4,2.8,2.6,0.1,8.7,-3.1,17.0
CCCCn1c(N)c(N(CCOC)C(=O)COC(=O)COc2cccc(C(C)=O)c2)c(=O)[nH]c1=O,5.2,1.1,2.2,4.9,4.7,1.3,2.7,-2.9,-3.1
O=C(NC(=S)Nc1cccc2c(O)cccc12)c1cccc(Br)c1,0.7,-2.7,-1.0,3.1,4.8,-7.5,0.1,-5.9,28.6
CSc1ccccc1NC(=O)CCn1c(=O)oc2ccccc21,7.0,-1.3,3.6,-0.9,7.4,1.1,7.4,0.3,6.5
COc1cc([N+](=O)[O-])cc(/C=N/NC(=O)c2cc(-c3ccccc3)nc3ccccc23)c1O,-0.9,-6.6,-20.9,-6.9,-3.5,-8.8,3.5,3.7,7.8
CC(C)OCCCN1CN(S(=O)(=O)c2cccc(Cl)c2)c2nc3ccccc3nc21,1.8,-2.5,7.6,-3.7,-5.3,-5.1,3.7,11.0,-3.2
CCN(CC1CCCO1)C(=O)c1cc(COc2ccccc2SC)on1 (stereo not drawn),1.3,-2.2,6.6,12.3,3.0,7.4,0.7,-3.9,0.0
c1ccc(-n2c(Cc3cccnc3)nc3cnccc32)cc1,11.2,0.4,0.6,5.0,3.8,-2.6,9.8,-0.2,-1.8
S=C1NC2(CCCC2)N=C1c1ccccc1,8.6,1.4,-2.3,3.4,-0.6,0.0,0.5,1.2,-5.4
O=C(Nc1ccc(Oc2ccc(Cl)cc2)c(Cl)c1)c1cc(I)cc(I)c1O,13.1,-1.6,-0.8,-2.2,5.3,12.9,-13.7,-1.0,2.9
COc1ccccc1NC(=O)NCc1ccco1,3.8,2.1,6.1,-0.4,-4.9,7.1,-3.1,-9.8,10.8
COc1ccc(N2CCN(C(=O)NCc3ccc(C)cc3)CC2)cc1,-1.2,-5.8,15.2,2.3,-0.8,3.6,-24.8,-22.2,5.2
CC(C)CC1(C(=O)NCCN2CCOCC2)C=CCN1C(=O)c1ccccc1 (stereo not drawn),4.1,0.0,0.9,3.5,3.9,0.9,0.0,3.8,2.7
c1ccc2c(c1)OCc1cn[nH]c1-2,3.5,0.8,2.4,1.5,0.2,-1.8,0.4,0.8,10.8
CCc1ccc(CCC(=O)Nc2ccc(C)c(C)c2)o1,4.3,-2.5,-0.3,0.9,8.7,0.6,-3.6,-2.4,-2.1
COC(=O)Cn1c2ccc(Cl)cc2c2nc(C)sc21,12.2,-2.6,-3.3,0.7,-1.9,-1.6,2.9,-17.0,2.9
Cc1ccc(C(=O)N2CCn3c(C)ccc3C2C)cc1 (stereo not drawn),0.1,-3.3,-4.6,-0.7,1.5,-1.5,5.1,-0.2,5.9
Cc1ccccc1CC(=O)Nc1sc(C(C)C)cc1C(=O)N1CCOCC1,5.9,-4.0,-0.5,-1.1,14.1,-1.6,4.3,2.0,7.6
Cc1sc2ncnc(N)c2c1C,7.3,-3.2,13.8,2.6,-5.5,2.5,3.9,-2.3,-17.9
COc1ccc(C(=O)N2CCN(c3ccc([N+](=O)[O-])c(NCCc4ccc(OC)c(OC)c4)c3)CC2)cc1,-0.1,0.6,3.0,-6.3,-6.6,-3.3,0.4,15.5,24.1
Cc1cc(Cl)ccc1OCC(=O)N(Cc1cccs1)C1CCS(=O)(=O)C1 (stereo not drawn),4.5,1.5,-2.3,-8.7,3.7,-3.7,1.8,4.2,0.9
Cc1cc(C)nc(SCC(=O)N/N=C/c2cc(C)n(-c3ccccc3C)c2C)n1,2.3,-0.3,1.5,5.1,2.9,3.1,10.9,-2.4,8.6
CN(c1ccc(OCCOc2ccccc2Cl)cc1)S(=O)(=O)c1ccccc1,2.3,0.0,nt,nt,nt,nt,-2.0,nt,8.0
CCN=C1SC(CC(=O)NC(C)C)C(=O)N1CC (stereo not drawn),12.2,-0.8,13.4,0.5,-10.1,-1.1,2.5,-29.8,-0.8
Cc1ccc(S(=O)(=O)NCc2c(-c3ccccc3)noc2C)cc1,2.1,-1.3,-8.3,-4.5,-5.5,-1.4,5.8,-10.5,8.3
O=C(NCc1ccc2c(c1)OCO2)c1ccc(CSCc2ccc(Cl)cc2)o1,6.2,4.9,4.5,0.7,-0.3,-4.9,0.3,-9.8,-5.1
Cc1cc(OCCNCCO)cc(C)c1Cl,6.1,2.3,3.2,8.2,15.9,0.1,3.6,14.1,0.8
O=C(CN1C(=O)C2C3C=CC(C3)C2C1=O)Nc1ccc2nccnc2c1 (stereo not drawn),2.7,-2.4,-1.8,3.2,-11.0,2.1,-0.2,-6.6,15.4
COc1ccc(S(=O)(=O)Nc2cc(C(=O)NCCCOC(C)C)ccc2N2CCOCC2)cc1,5.0,0.1,8.3,-10.2,-5.9,-4.3,4.0,2.4,5.8
CCOC(=O)c1c(C)[nH]c(C(=O)OC)c1CCC(=O)OC,4.3,-1.5,3.4,-1.4,-0.3,1.5,0.0,-3.8,6.1
COc1ccc(C(CCNCc2ccc(N(C)C)cc2)C(C)C)cc1 (stereo not drawn),-1.5,-2.2,8.9,-6.0,-18.8,-0.1,-7.5,-14.7,-15.8
CC12COC3(C(=O)Nc4ccc(F)cc4)CC1CCC32C (stereo not drawn),0.0,2.3,7.8,2.4,6.4,-0.6,-2.9,-1.6,1.0
Clc1ccc(CN2CCN(c3ncnc4scc(-c5cccs5)c34)CC2)cc1,4.5,-0.5,-2.6,-2.7,3.9,-5.4,-1.6,3.6,-21.9
CC1(C)CC(=O)C2=C(C1)Nc1ccccc1NC2c1ccc2c(c1)OCO2 (stereo not drawn),4.1,-3.3,5.5,3.4,9.5,2.0,-2.5,-1.8,5.6
CC(C)(C)n1nc2c(c1NC(=O)COc1ccc(F)cc1)CS(=O)(=O)C2,7.0,0.0,4.7,3.5,6.5,2.2,-4.9,3.0,7.6
CCOC(=O)c1cc(-c2ccc(F)cc2)n(CC(=O)Nc2nccs2)c1C,2.4,-1.2,-2.0,3.5,-4.2,2.6,3.9,-8.7,-1.5
C=CCn1c(SCc2ccccc2)nnc1-c1cccnc1,7.3,2.1,-2.6,5.1,6.9,-0.3,5.2,-2.4,8.6
O=C(CSc1ncnc2ccccc12)Nc1cccc(S(=O)(=O)N2CCCC2)c1,nt,10.8,-6.8,-2.5,-8.1,-2.3,nt,-9.3,9.4
COc1ccc(Nc2nnc(-c3ccc(C(N)=O)cc3)c3ccccc23)cc1,-2.8,-0.5,-1.1,2.4,-9.6,-3.7,23.1,-16.3,17.9
O=C(O)/C=C1\NC(=O)c2ccccc21,6.2,-4.8,3.3,-5.5,0.2,-1.6,0.6,1.7,1.5
CCn1c(SCC(=O)NCCc2ccccc2)nc2c(c1=O)SC(C)C2 (stereo not drawn),10.1,-5.2,0.5,-3.4,-11.4,-4.3,-5.1,-3.4,-7.0
CCOc1ccccc1CNC(=O)c1ccc(Sc2ccc(Cl)cc2)c(NC(C)=O)c1,3.2,-2.8,-7.0,-1.0,-3.9,-5.2,-9.2,-9.5,-7.9

Quoted from above for reference:
Structure,PAFAH1B3 FP inh,PAD4 inh,GSTO1 inh,LYPLA2 counter,EBNA-1 inhibitor,LYPLA1 counter,PAFAH2 FP inh,ZTA counter,PREPL inh
O=C(CN1C(=O)C2C3C=CC(C3)C2C1=O)Nc1ccc2nccnc2c1 (stereo not drawn),2.7,-2.4,-1.8,3.2,-11.0,2.1,-0.2,-6.6,15.4
COc1ccc(S(=O)(=O)Nc2cc(C(=O)NCCCOC(C)C)ccc2N2CCOCC2)cc1,5.0,0.1,8.3,-10.2,-5.9,-4.3,4.0,2.4,5.8

Following part
Structure,PAFAH1B3 FP inh,PAD4 inh,GSTO1 inh,LYPLA2 counter,EBNA-1 inhibitor,LYPLA1 counter,PAFAH2 FP inh,ZTA counter,PREPL inh
CC(C)N(CCCNC(=O)Cn1c(=O)c2cccn2c2ccc(F)cc21)Cc1ccccc1,9.6,-2.5,-2.8,-3.0,-10.7,2.3,-4.1,3.2,13.0
CCOc1ccc(N(CC(=O)Nc2ccc(C)cc2)S(=O)(=O)c2c(C)noc2C)cc1,3.3,5.5,3.9,1.3,7.7,1.7,-6.1,-3.3,-25.6
O=C(Nc1sc2c(c1C(=O)O)CCC2)c1cccs1,2.5,3.0,-10.1,10.7,6.7,1.5,7.8,7.0,7.3
CCOC(=O)COc1ccc2ccccc2c1/C=C/[N+](=O)[O-],4.8,-0.3,-1.6,1.2,8.2,2.6,-5.0,0.1,4.3
CCOc1cc(C(=O)Nc2ccccc2N2CCOCC2)ccc1OCC(=O)N1CCCCC1,2.1,-1.6,9.8,2.3,-9.6,6.5,8.1,-16.0,8.8
CCOC(=O)c1c(NC(=O)Cn2cc([N+](=O)[O-])cn2)sc2c1CCC2,-1.4,0.0,4.2,3.2,5.2,-0.2,-4.3,0.1,-2.9
CCN(Cc1ccncc1)C(=O)c1cc(COc2ccc(C)c(C)c2)on1,-6.0,-3.1,-5.2,2.6,5.2,5.5,-0.7,9.6,6.5
COc1ccc(-c2[nH]c(-c3cccc(OC)c3)nc2SCC(=O)NC2CCCC2)cc1,5.2,-5.4,-6.3,6.2,12.4,-0.9,4.3,4.6,5.5
